IL-2 act: activators of IL-2; IL-2 activation reporter assay, cell-based qHTS; stimulated with anti-CD3/CD4/CD28 beads; in transgenic mouse T cells; activation, % (series mostly up to about 46 µM); 0.065% of 360,000 active; in the data active = activation above about 50%; inconclusive = mostly about 30% to 49%; also: 0% is about no effect
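Readout is EGFP and DsRed signal by fluorescent plate cytometry after 18 h at 37 degrees C. Transgenic mouse T cells (750/well) received compound for 60 min before bead stimulation (anti-CD3, anti-CD4, anti-CD28); memory T cells served as non-tolerant control.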
Abeta rescue: A-beta toxicity reversal in yeast | yeast expressing A-beta42, growth rescue, OD600, 48 h; response scale: 0% DMSO, 100% iron-clioquinol control | 0.063% of 410,000 active | Potency, µM (titrated, usually from 46.1 µM), for inactives: at the top dose growth rescue, usual class: activators; also: potency is read from the fitted curve at half-maximal effect; nearly all actives have a fitted effect of over 55% in size
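Growth rescue measured by 600 nm absorbance after 48 h yeast culture at 30 C with compound. Values normalized between DMSO and an equimolar ferric chloride plus clioquinol control.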
EPAC1 agonist: EPAC1 (human) agonism | EPAC1 agonist qHTS, biochemical assay; response scale: 100% = response to 6.5 mM cAMP | Potency, µM (series often up to 154 µM), without a hit: at the top dose activation, hits mostly activators | 0.073% of 360,000 active | AID 720707; also: potency is read from the fitted curve at half-maximal effect; nearly all actives have a fitted effect of over 60% in size
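Nucleotide exchange assay: 100 nM EPAC1 with 250 nM Rap1B loaded with BODIPY-GDP and 50 uM GDP, room temperature. Fluorescence (480/540 nm) read every 5 min for 30 min; signal change normalized to 6.5 mM cAMP as full agonist.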
EPAC1 antagonist: blocks human EPAC1 exchange factor; O95398; EPAC1 GEF assay, Rap1b-BODIPY-GDP exchange fluorescence; Potency, µM (series often up to 115 µM), for the others: at the highest dose activity change, negative = inhibition, hits mostly inhibitors; 0.14% of 360,000 active; AID 720709;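 also: potency is read from the fitted curve at half-maximal effect; plate controls were vehicle for no effect and positive control for full effect; nearly all actives have a fitted effect of over 50% in size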
PLK1 PBD block: inhibitors of human PLK1 polo-box domain binding | 2.8% of 360,000 active | Potency, µM, for inactives: max response, negative = inhibition, hits mostly inhibitors | Plk1 PBD binding of FITC phosphopeptide, fluorescence polarization; also: potency is read from the fitted curve at half-maximal effect; series mostly up to about 57 µM; % is scaled to controls: 0 for no effect and ±100 for the full control effect; nearly all actives have a fitted effect of over 65% in size
Target sequence (P53350 whole entry, looked up, the tested form may be a part): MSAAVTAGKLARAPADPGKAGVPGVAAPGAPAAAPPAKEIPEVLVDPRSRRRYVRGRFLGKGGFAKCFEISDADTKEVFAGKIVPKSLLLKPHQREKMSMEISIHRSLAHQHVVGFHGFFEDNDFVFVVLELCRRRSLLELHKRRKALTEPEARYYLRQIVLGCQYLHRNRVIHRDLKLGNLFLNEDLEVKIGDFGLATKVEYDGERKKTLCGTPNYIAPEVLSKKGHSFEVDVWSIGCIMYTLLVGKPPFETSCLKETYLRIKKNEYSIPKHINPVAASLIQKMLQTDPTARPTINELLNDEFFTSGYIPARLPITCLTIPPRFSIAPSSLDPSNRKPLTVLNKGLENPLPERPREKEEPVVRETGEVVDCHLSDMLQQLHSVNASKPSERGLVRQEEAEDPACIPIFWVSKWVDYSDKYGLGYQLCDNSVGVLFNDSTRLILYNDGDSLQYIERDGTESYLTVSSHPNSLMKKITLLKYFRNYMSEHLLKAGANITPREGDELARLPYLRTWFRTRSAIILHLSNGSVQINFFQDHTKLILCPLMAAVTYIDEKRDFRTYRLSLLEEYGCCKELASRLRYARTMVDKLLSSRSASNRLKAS
PI5P4Ka inh: PI5P4K alpha (human) kinase inhibition; max response, %; P48426; 1.2% of 330,000 active; PI5P4Kalpha enzyme, ADP-Glo luminescence, 60 min; active compounds read low; active = max response of -50% or lower; inconclusive = between -30% and -50%; inactive = -30% or higher; also: value at the top dose of about 77 µM; % is scaled to controls: 0 for no effect and ±100 for the full control effect
Target sequence (P48426 whole entry, looked up): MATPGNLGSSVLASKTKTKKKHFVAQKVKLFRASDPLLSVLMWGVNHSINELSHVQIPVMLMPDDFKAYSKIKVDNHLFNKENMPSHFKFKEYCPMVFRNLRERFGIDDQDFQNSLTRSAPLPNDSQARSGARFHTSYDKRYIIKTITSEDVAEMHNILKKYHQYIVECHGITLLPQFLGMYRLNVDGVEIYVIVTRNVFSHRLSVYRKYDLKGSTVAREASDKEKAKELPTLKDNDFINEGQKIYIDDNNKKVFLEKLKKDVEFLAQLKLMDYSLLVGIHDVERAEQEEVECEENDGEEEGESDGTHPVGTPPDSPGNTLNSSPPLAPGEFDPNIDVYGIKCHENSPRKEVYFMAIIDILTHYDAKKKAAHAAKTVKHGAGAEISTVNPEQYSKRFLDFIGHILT
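ADP-Glo luminescence end-point read after a 60 min room-temperature kinase reaction of PI5P4Kalpha plus substrate, initiated with ATP at 5 microM final. Buffer: 0.038 M HEPES pH 7.4, EGTA, 0.1% CHAPS, 5% DMSO.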
FUS yeast rescue: FUS proteinopathy suppression in yeast; 0.24% of 390,000 active; Potency, µM (top dose mostly 76.6 µM), inactives show at the top dose growth rescue (activation), hits mostly activators; S. cerevisiae FUS-expressing, growth rescue, OD600, 24 h;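 also: potency is read from the fitted curve at half-maximal effect; plate controls were DMSO vehicle for no effect and reference control for full effect; nearly all actives have a fitted effect of over 55% in size; some results filed as inactive show a strong effect at the top dose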
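Yeast expressing FUS under galactose induction, OD 0.005 in 2% galactose medium; compounds in a dilution series, 24 h at 30C. Growth rescue by absorbance at 600 nm; CP55940 positive control, DMSO negative.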
WRN inhibitor: blocks human WRN helicase; Q14191; WRN helicase unwinding, fluorescent forked duplex, kinetic; Potency, µM (highest dose often 114 µM), without a hit: at the top dose activity change, negative = inhibition, actives largely listed as inhibitors; 0.46% of 360,000 active; AID 651768; also: potency is read from the fitted curve at half-maximal effect; % is scaled to controls: 0 for no effect and ±100 for the full control effect; nearly all actives have a fitted effect of over 55% in size
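Kinetic red-fluorescence monitoring (525/598 nm) tracks WRN helicase activity after 100 nM fluorophore-quencher forked duplex and 2 mM ATP are added to 20 nM enzyme pretreated 15 min at room temperature with compound.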
Starred values were filed as active, the others as inactive; ? = inconclusive; · = no result given; & = joins results of further samples; [ ] = remark or other dose. Unless noted, calls follow the shape of the dose curve; as a rule, active = well fitted curve in the direction sought with a large enough effect; inconclusive = small, poorly fitted or top-dose-only effect, or another doubt; inactive = no such curve, though single readings can be large; an effect the other way counts as inactive or inconclusive.

nr	canonical_smiles	IL-2 act	Abeta rescue	EPAC1 agonist	EPAC1 antagonist	PLK1 PBD block	PI5P4Ka inh	FUS yeast rescue	WRN inhibitor
1	O=C1CSC(=S)N1N=Cc1ccc(OCc2ccccc2)cc1	0.0	0%	14%	-9%	-7%	-15	-7%	-5%
2	Cc1ccc(NC(=O)c2ccccc2-c2ccccc2C(=O)O)cc1C	-3.1	4%	-9%	9%	4%	-9	-18%	5%
3	O=C(C1=C(O)C(=O)N(CC2CCCO2)C1c1cccnc1)c1ccco1 (centres undefined)	1.7	-14%	-1%	-6%	-4%	11	22%	4%
4	COC(=O)COc1ccc(S(=O)(=O)N2CCCCCC2)cc1C	-0.6	-2%	-1%	9%	-2%	-8	7%	-6%
5	C=CCn1c(SCC(=O)NC(=O)c2cccn2C)nc2ccccc2c1=O	1.8	-10%	7%	-26%	-14%	-13	?	-13%
6	CCc1ccc(NC(=O)C(=O)N/N=C(\C)CC(=O)NCc2ccc(Cl)cc2)cc1	-1.4	-16%	-14%	-19%	-2%	6	-21%	-4%
7	O=S(=O)(Nc1nc2ccccc2nc1N1CCc2ccccc2C1)c1ccc(Cl)cc1	0.6	20%	16%	0%	21µM*	11	11%	?
8	O=C(NCC1CCCCC1)c1cccc([N+](=O)[O-])c1	-1.6	12%	-9%	-21%	1%	-62*	14%	2%
9	COc1cc(CN(C)C(=O)C(=O)c2c[nH]c3ccccc23)ccc1O	-3.6	0%	4%	0%	-10%	1	·	3%
10	CC1(C(=O)NS(=O)(=O)c2cccc(Cl)c2)CCN1C(=O)C1CC1 (centres undefined)	0.5	-10%	-16%	5%	3%	3	-15%	1%
11	Cc1cccc(OCCCc2c(C)n[nH]c2C)c1	-1.8	6%	9%	-3%	-12%	·	21%	-4%
12	Cc1ccnc(OC(C(=O)O)C(OCc2ccccc2)(c2ccc(F)cc2)c2ccc(F)cc2)n1 (centres undefined)	0.5	14%	-7%	-23%	27µM*	-12	34%	-5%
13	COCCN1C(=O)C(C(=O)OC)CC2=C1CC(C)(C)CC2=O (centres undefined)	0.1	-1%	-1%	-17%	-17%	0	-21%	8%
14	COc1cc(C(=O)OCC(=O)N2CCC(C)CC2)cc2c1OCCO2	0.3	-6%	-6%	-3%	1%	-1	6%	9%
15	O=C(CSc1nc(=O)n2cc(Cl)ccc2n1)Nc1ccc2c(c1)OCO2	312*	-11%	8%	9%	-11%	?	1%	-29%

nr	canonical_smiles	IL-2 act	Abeta rescue	EPAC1 agonist	EPAC1 antagonist	PLK1 PBD block	PI5P4Ka inh	FUS yeast rescue	WRN inhibitor
16	Cc1[nH]n(-c2cccc([N+](=O)[O-])c2)c(=O)c1-c1ccccc1	-3.5	-36%[inhibitor]	-4%	-8%	-7%	-3	8%	3%
17	CCOC(=O)Cc1csc(N/N=C/c2ccc(C(F)(F)F)cc2)n1	1.7	-7%	-6%	11%	5%	0	-2%	-3%
18	CN(CC(=O)N1CCc2[nH]c3ccc(F)cc3c2C1)CC1OCCO1	0.7	8%	-2%	8%	-12%	2	5%	3%
19	O=S(=O)(c1cc(Cl)ccc1Cl)N1CCCC1	0.3	20%	11%	-5%	-14%	-2	-17%	5%
20	Cc1cc(C)c(S(=O)(=O)N2CCCCC2)c(C)c1-n1ncnn1	-2.7	-7%	-1%	12%	1%	·	-1%	-2%
21	Fc1ccccc1CNc1cc(Cl)cc(Cl)c1	0.0	9%	28%	-3%	-5%	·	16%	-15%
22	CCOc1ccc(C(=O)O)cn1	-1.0	-4%	5%	-17%	-2%	-12	-35%	3%
23	CC1(C(=O)N(c2ccccc2)C(C(=O)NC2CCCC2)c2ccccn2)CC(=O)N=C2C=CC=CN21 (centres undefined)	-0.5	13%	-4%	-2%	-3%	-6	15%	-2%[57.1 µM]
24	CN1CCN(CCCNC(=O)CCCOc2cc(=O)n(C)c3ccccc23)CC1	-2.0	8%	-2%	6%	-3%	1	17%	15%
25	COc1ccc(S(=O)(=O)N2CN3CCN(C3)C2)cc1	1.7	-14%	0%	14%	-1%	-1	-16%	5%
26	CCOC(=O)c1ccc(Nc2nc(N)c3cc(OC)c(OC)cc3n2)cc1	-0.2	-22%&-7%	-2%	-6%	-3%	-23	-20%&6%	3%
27	COc1cccc(N2CCN(c3ccc4nnc(CCC(=O)Nc5cccc(C(C)=O)c5)n4n3)CC2)c1	-1.5	17%	0%	7%	21µM*	-26	7%	2%
28	O=C(Cn1nnc(-c2ccc(CN3CCOCC3)cc2)n1)N(c1ccccc1)c1ccccc1	0.8	-17%	-2%	?	-15%	7	28%	14%
29	Cc1nn(CC(O)c2ccccc2)c(C)c1Br (centres undefined)	2.9	10%	-7%	2%	0%	1	-5%	-2%
30	COc1ccc(-c2nnc(OCc3nc4ccccc4n3C)c3ccccc23)cc1	0.3	9%	3%	-27%	19µM*	-22	37%	5%

nr	canonical_smiles	IL-2 act	Abeta rescue	EPAC1 agonist	EPAC1 antagonist	PLK1 PBD block	PI5P4Ka inh	FUS yeast rescue	WRN inhibitor
31	CCOc1ccc(CNC(=O)c2ccc3c(c2)N(CC)CCS3)cc1	-1.1	-8%&-15%	0%	-5%	-5%	2	-21%&-12%	-1%
32	COc1ccc(C)cc1NC(=O)c1ccc(CN2CCN(c3ccccc3)CC2)cc1	-0.5	6%	16%	-2%	-3%	1	·	-4%
33	Cc1ccc(S(=O)(=O)N2CCCCC2)cc1NC(=O)c1ccc(=O)[nH]c1	1.3	6%	-1%	-3%	-17%	?	-8%	-4%
34	NC(=S)NN=C1CCCCCCCCCC1	-0.6	-4%	3%	-21%	-14%	1	·	0%
35	CCOC(=O)C1=C(C)Nc2ccccc2N=C1NC(=O)c1ccc(Cl)c(S(=O)(=O)N2CCCC2)c1	1.8	-6%	-6%	?	9%	-15	40%	-17%
36	Cc1cc(/C=C(\C#N)C(=O)NCc2ccco2)c(C)[nH]1	-0.6	2%	0%	11%	-1%	1	6%	-8%
37	CCOC(=O)N1CCN(C(=O)CSCC(=O)Nc2nc(-c3ccc(-c4ccccc4)cc3)cs2)CC1	-2.2	5%	-11%	6%	-1%	5	?	-9%
38	COc1ccc(S(=O)(=O)N2CCCCC2)cc1NS(=O)(=O)c1cc(Cl)ccc1Cl	0.1	-23%	-4%	-9%	-8%	-4	·	2%
39	CC(=O)Nc1ccc(S(=O)(=O)/N=C2\SCCN2S(=O)(=O)c2ccc(NC(C)=O)cc2)cc1	-1.7	4%	6%	3%	-7%	-11	25%	-8%
40	Cc1ccc(CN2C(=O)C(=O)c3cc(C)ccc32)cc1	-0.2	27%	-25%	-13%	-23%	-18	-26%	1%
41	Cc1cc2c(=O)n(C)c(SCC(=O)NC3CCCC3)nc2s1	-2.9	-4%	5%	-4%	-7%	7	3%	-2%
42	Cc1cccc(C)c1NC(=O)CCS(=O)(=O)c1cccc2nsnc12	-0.9	6%	-5%	30%	?	-2	22%	0%
43	O=C(CN1C(=O)/C(=C/c2ccccc2)SC1=S)N1CCN(CCc2ccccn2)CC1	-3.6	2%	-20%	-8%	-14%	-13	13%	-2%
44	CN1/C(=C/C(=O)c2nc(S(C)(=O)=O)ncc2Cl)C(C)(C)c2ccccc21	-0.5	-15%	-9%	-9%	?	2	·	4%
45	O=C(CCN1CCN(C(c2ccccc2)c2ccccc2)CC1)N/N=C/c1ccc(O)cc1	-1.6	3%	-1%	-18%	-1%	-4	·	-10%

nr	canonical_smiles	IL-2 act	Abeta rescue	EPAC1 agonist	EPAC1 antagonist	PLK1 PBD block	PI5P4Ka inh	FUS yeast rescue	WRN inhibitor
46	CCCCc1c(-c2ccccc2OC)ncn1CCc1ccccc1OC	0.0	-4%	-7%	1%	-8%	4	9%	-7%
47	COc1ccccc1C(=O)NC(=O)COC(=O)c1ncc(Cl)c(Cl)c1Cl	1.3	0%	-3%	1%	-1%	1	-5%	-8%
48	CCCCCN(C(=O)CCC(=O)OCc1cc(C)ccc1C)c1c(N)n(CCCC)c(=O)[nH]c1=O	0.1	-4%	-19%	-6%	-13%	10	?	-1%
49	CCOc1cc(-c2noc(CCC(=O)NC3CCCCC3)n2)ccc1OC	-0.1	-18%	-1%	7%	-13%	0	?	-5%
50	Cc1c(C(=O)N(C)C(C)c2ccccn2)oc2c(F)cccc12 (centres undefined)	-5.2	10%	-9%	4%	-1%	2	8%	-20%
51	Cc1cccc(C)c1NC(=O)C(c1ccccc1)N1CCOCC1 (centres undefined)	4.8	5%	0%	-1%	-18%	4	2%	1%
52	Cc1nnc(SCC(=O)Nc2ccc([N+](=O)[O-])cc2)n1CC1CCCO1 (centres undefined)	2.4	1%	-5%	8%	3%	-1	0%	-5%
53	Cc1cccc(NC2=CC(=O)OC(C)C2)c1 (centres undefined)	1.0	19%	24%	0%	-1%	10	16%	-4%
54	COC(=O)c1cc(NC(=O)c2ccc(F)cc2)cc(C(=O)OC)c1	1.1	7%	14%	1%	-11%	3	-5%	1%
55	Cc1ccc(S(=O)(=O)Nc2nc3ccccc3nc2NCc2ccco2)cc1C	-0.3	14%	8%	-5%	?	8	9%	-7%
56	O=C(NCc1ccccc1F)C1CCCN1C(=O)Nc1ccc(Cl)cc1 (centres undefined)	1.0	-6%	3%	11%	-5%	-2	-37%	4%
57	CC(=O)c1ccc(NC(=O)C(=O)c2cn(CC(=O)N3CCCCC3)c3ccccc23)cc1	-0.4	0%	0%	4%	-4%	-16	·	5%
58	Cc1ccc(S(=O)(=O)N2CCC(C(=O)C3C(=O)CCCC3=O)CC2)cc1	-0.6	-28%	11%	3%	-6%	5	11%	0%
59	Cc1ccc([N+](=O)[O-])cc1S(=O)(=O)N1CCCN(C)CC1	1.0	-6%	5%	11%	-10%	0	8%	9%
60	Cc1cc(C)cc(NC(=O)Cn2nnc(C(=O)NCc3ccc4c(c3)OCO4)c2N)c1	-3.3	1%	-2%	-18%	6%	-2	-3%	-25%
61	CC(Sc1ccc(S(=O)(=O)N2CCN(C)CC2)cn1)C(=O)NC1(C#N)CCCCC1 (centres undefined)	-1.8	5%	2%	-23%	-1%	6	3%	0%

Screening results as filed in PubChem BioAssay.
